Bioassay records: PubChem, several laboratories
UBC9 SUMO inh = SUMOylation inhibition; P63279; HTRF SUMOylation assay, SAE1/SAE2 + UBC9, in vitro; inhibition, % at 35 µM; 0.36% of 290,000 active; AID 2006; in the data active means inhibition above about 50%, passing the limit was not always enough; further: strong numbers were not always called active
IDE cell inh = inhibitors of human insulin-degrading enzyme in cells. 0.41% of 320,000 active. P14735. inhibition, % at 5.59 µM. HEK cells, FAbetaB cleavage, fluorescence polarization;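 active means percent inhibition above the average of all tested compounds plus 3 SD, set per screening campaign, cut at about 16% in these data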;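 further: IDE supplied by intact live HEK cells; FP after avidin binding of uncleaved biotin substrate so inhibition keeps polarization high; 0% = DMSO wells and 100% = 60 µM reference IDE inhibitor Ii1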
NALP1 inh = NALP1 inhibition; S. cerevisiae NALP1/ASC/caspase-1 growth, X-gal OD620, 72 h; inhibition, % at 10 µM; 0.61% of 280,000 active; AID 2071; in the data active means inhibition mostly above about 24%, no sharp cut-off; inactive means mostly below about 32%; further: some compounds called inactive have numbers as strong as hits
MEKK2 mut-MEK5 = signal of MEK5 binding to mutant human MEKK2 PB1 domain; bead flow cytometry, Alexa488-MEK5 binding to MEKK2 mutant; percent response, % at 10 µM; 0.35% of 290,000 active; AID 1530; in the data active means percent response above about 24%, passing the limit was not always enough; further: inactives centre near 1; some results filed as inactive read as strong as hits; reference of the scale not given here
IDE act = activators of human insulin-degrading enzyme in cells; P14735; HEK cells, FAbeta-B cleavage, fluorescence polarization; 0% vehicle, 100% cell-free pure enzyme wells; activation, % at 5.96 µM; 0.073% of 340,000 active; AID 493087;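 active means activation above the mean of all tested compounds plus 3 SD, set per screening campaign, cut at about 17% in these data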
M18AAP inhibitor = PfM18AAP enzyme inhibition; inhibition, % at 7.35 µM; recombinant PfM18AAP, H-Glu-NHMec fluorogenic cleavage; 1.2% of 290,000 active; AID 1822;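 active means inhibition above the campaign mean inhibition over all tested compounds plus 3 SD, cut at about 28% in these data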;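 further: 0% = plate median of test compound wells and 100% = 2 mM ZnCl2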
MEKK2 WT-MEK5 = raises or lowers MEK5 binding to wildtype human MEKK2 PB1 domain. Q9Y2U5. bead flow cytometry, Alexa488-MEK5 binding to MEKK2 WT; actives lie on both sides. binding response (% of control), % at 10 µM. 1.1% of 290,000 active. AID 1531; in the data active means binding response below about 67% or above about 130%
p-CIP stab down = p/CIP protein destabilization. Q05BA5. F442A p/CIP-EGFP cells, EGFP fluorescence, 16 h. decrease of EGFP signal, % at 10 µM. 0.01% of 290,000 active. AID 1984;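 active means EGFP signal decrease of at least 30% at 10 µM or well 3 SD below plate mean, unless failing retest; inactive means the rest, including hits failing retest or dose response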; further: some compounds called inactive have numbers as strong as hits; many of its hits are not listed in these tables
Target sequence (Q05BA5 1-1403): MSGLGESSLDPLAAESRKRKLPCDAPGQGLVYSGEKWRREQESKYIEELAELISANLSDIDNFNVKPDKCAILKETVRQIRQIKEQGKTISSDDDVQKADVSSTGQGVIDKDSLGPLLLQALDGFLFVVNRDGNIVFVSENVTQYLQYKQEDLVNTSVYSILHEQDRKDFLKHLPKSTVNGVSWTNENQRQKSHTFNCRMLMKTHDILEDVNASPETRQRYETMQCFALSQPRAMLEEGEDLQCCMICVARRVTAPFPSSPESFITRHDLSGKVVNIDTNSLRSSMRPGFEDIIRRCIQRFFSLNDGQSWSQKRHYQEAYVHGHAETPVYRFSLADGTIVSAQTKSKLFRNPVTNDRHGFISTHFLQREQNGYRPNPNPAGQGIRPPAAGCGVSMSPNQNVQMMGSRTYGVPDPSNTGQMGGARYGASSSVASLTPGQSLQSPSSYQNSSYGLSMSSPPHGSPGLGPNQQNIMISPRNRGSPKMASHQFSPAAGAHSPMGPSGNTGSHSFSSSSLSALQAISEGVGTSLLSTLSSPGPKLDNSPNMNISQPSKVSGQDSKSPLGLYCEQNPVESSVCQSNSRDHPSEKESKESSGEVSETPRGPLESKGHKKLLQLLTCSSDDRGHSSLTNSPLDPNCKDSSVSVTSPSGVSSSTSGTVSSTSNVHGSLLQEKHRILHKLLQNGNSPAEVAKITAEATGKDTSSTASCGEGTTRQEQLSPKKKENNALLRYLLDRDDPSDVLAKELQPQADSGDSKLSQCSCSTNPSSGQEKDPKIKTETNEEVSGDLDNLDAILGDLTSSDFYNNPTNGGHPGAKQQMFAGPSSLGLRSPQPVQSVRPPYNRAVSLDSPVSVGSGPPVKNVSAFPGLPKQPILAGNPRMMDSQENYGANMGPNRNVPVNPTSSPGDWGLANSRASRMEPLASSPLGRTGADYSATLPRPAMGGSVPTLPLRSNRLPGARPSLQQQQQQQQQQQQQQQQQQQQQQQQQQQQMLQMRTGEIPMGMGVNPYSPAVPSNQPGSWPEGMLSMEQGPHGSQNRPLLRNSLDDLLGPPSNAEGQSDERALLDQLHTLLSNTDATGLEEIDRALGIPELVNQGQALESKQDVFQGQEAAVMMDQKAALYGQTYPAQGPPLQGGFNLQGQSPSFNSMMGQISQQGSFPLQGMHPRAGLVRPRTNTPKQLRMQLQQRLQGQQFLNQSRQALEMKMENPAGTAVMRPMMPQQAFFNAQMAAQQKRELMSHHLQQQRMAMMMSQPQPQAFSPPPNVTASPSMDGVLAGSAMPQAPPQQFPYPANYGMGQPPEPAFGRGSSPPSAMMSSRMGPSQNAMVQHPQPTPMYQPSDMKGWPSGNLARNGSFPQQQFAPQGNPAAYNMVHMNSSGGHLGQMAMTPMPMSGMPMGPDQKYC
MEKK3 PB1 HTS = modulators (inhibitors or enhancers) of MEK5 binding to human MEKK3 PB1 domain. binding response (% of control), % at 10 µM. bead-based flow cytometry, Alexa488-MEK5 binding to MEKK3; actives lie on both sides; 0 = blocked by unlabeled MEK5, 100 = vehicle. 1.4% of 290,000 active. AID 1529;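 active means binding response more than 3 SD above or below the average of its plate-row segment, actives on both sides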;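 further: Alexa488 bead fluorescence after subtracting the streptavidin-only scavenger bead signal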
* marks the source's active call; other numbers are inactive results; nt = not tested or not shown; [ ] = dose if it differs, or a comment. Not all compounds are listed, so the mix of outcomes need not match the whole.

item	structure	UBC9 SUMO inh	IDE cell inh	NALP1 inh	MEKK2 mut-MEK5	IDE act	M18AAP inhibitor	MEKK2 WT-MEK5	p-CIP stab down	MEKK3 PB1 HTS
1	COC(=O)c1cn(NC(=O)c2cccc(F)c2)c(=O)c2ccccc12	9	3	8	0	1	-6	99	-2	100
2	Cc1ccc2cc(CN(Cc3nnnn3C3CCCCC3)CC3CCCO3)c(=O)[nH]c2c1 (stereo not drawn)	-8	5	-12	-20	0	15	-3.0*[inhibitor]	3	1.0*[inhibitor]
3	O=C(c1cc(-c2cccnc2)nc2ccc(Br)cc12)N1CCN(c2ncccn2)CC1	24	0	12	12	2	0	112	-21	110
4	COc1ccc(C(=O)Nc2ccc(N3CCCC3)cc2)cc1	4	5	-11	9	-5	9	102	1	102
5	Cc1cccc(NC(=O)c2nc[nH]c2C(=O)NCC(=O)OCc2ccccc2)c1	-15	1	nt	3	7	nt	59	7	59
6	CN1CCN(C(=O)c2ccc(-c3nn(C)c(=O)c4ccccc34)cc2)CC1	nt	0	nt	5	-3	16	101	nt	102
7	COC(=O)N/N=C/c1ccc(-c2ccc(Cl)cc2Cl)o1	11	7	14	-1	-2	1	97	12	97
8	O=C(Nc1ccc(-c2nc3cccnc3s2)cc1)C1CCCO1 (stereo not drawn)	19	-3	22	-3	0	-3	103	-2	104
9	Cc1ccc(-n2c(N)c(C(=O)N3CCN(C)CC3)sc2=S)cc1	5	7	-28	-5	-6	59*	93	-6	95
10	O=C1OCCN1C(=O)[C@H]1[C@H](c2ccc(Cl)cc2)C(c2cccc(Cl)c2)=NN1c1ccccc1	17	-6	24	-5	3	-5	87	-13	86
11	CC1(C)CC(=O)C(C(c2ccccc2F)C2C(=O)CC(C)(C)CC2=O)C(=O)C1	30	1	12	3	-1	-5	99	-135	96
12	O=C(Nc1ccon1)Nc1ccc(Cl)cc1Cl	14	1	9	8	-1	-11	104	-4	105
13	CCCCCC[n+]1c(-c2ccccc2)csc1Nc1ccccc1	12	-1	20	6	2	-5	107	1	99
14	COc1ccccc1N(C(=O)CNC(=O)c1ccco1)C(C(=O)NC1CCCC1)c1ccncc1 (stereo not drawn)	26	7	-28	3	0	5	100	-1	106
15	Cc1ccc(CN(C)C(=O)CCc2c[nH]c3ccccc23)o1	5	-1	17	1	-1	5	97	-8	104

The list goes on; the last two above are carried over.
item	structure	UBC9 SUMO inh	IDE cell inh	NALP1 inh	MEKK2 mut-MEK5	IDE act	M18AAP inhibitor	MEKK2 WT-MEK5	p-CIP stab down	MEKK3 PB1 HTS
14	COc1ccccc1N(C(=O)CNC(=O)c1ccco1)C(C(=O)NC1CCCC1)c1ccncc1 (stereo not drawn)	26	7	-28	3	0	5	100	-1	106
15	Cc1ccc(CN(C)C(=O)CCc2c[nH]c3ccccc23)o1	5	-1	17	1	-1	5	97	-8	104
16	CC(=O)Oc1ccc(/C(C)=N/N2CCN(Cc3ccc(C)cc3)CC2)cc1	0	2	13	13	-1	5	116	-5	107
17	C=C(C)C1CC=C(C)/C(=N\NC(=O)CNc2cccc3ccccc23)C1 (stereo not drawn)	45	-2	25	3	4	5	96	-2	96
18	CCC(C)NC(=O)Cn1cnc2sc(C)c(S(=O)(=O)N3CCN(c4ncccn4)CC3)c2c1=O (stereo not drawn)	7	4	20	-3	1	0	99	4	109
19	CCN1C(=O)/C(=C\c2cn(CCC#N)nc2-c2ccc(F)cc2)SC1=S	-27	-3	32	2	4	1	80	7	96
20	CCc1ccccc1NC(=O)Cc1ccc(-n2cccc2)cc1	0	3	31	-1	4	5	96	-4	102
21	CCc1ccccc1NC(=O)c1ccc(F)c(S(=O)(=O)N2CCC(C(N)=O)CC2)c1	24	7	17	3	-7	-3	104	-15	101
22	NS(=O)(=O)c1ccc(NC(=O)COC(=O)c2cnccn2)cc1	-5	7	9	-3	0	-4	91	6	93
23	Cc1ccc(NC(=O)Nc2nnc(-c3ccncc3)s2)cc1	6	12	9	-12	-14	-2	86	-8	97
24	Cc1ccc(NC(=S)N2CCN(c3ccccc3F)CC2)c(C)c1	0	-4	16	-6	-5	-20	96	-4	101
25	COC(=O)N/N=C/c1ccc(-c2ccc(C)c(Cl)c2)o1	10	4	38	17	4	4	99	-10	102
26	O=C(NCc1ccccc1)C1CCN(S(=O)(=O)N2CCOCC2)CC1	26	5	24	12	0	-7	102	-1	104
27	Cn1c(-c2cc(Br)ccc2O)n[nH]c1=S	2	0	-4	-2	-6	7	98	4	97
28	O=C(NCC(O)CO)c1ccc2[nH]c3ccccc3c2c1 (stereo not drawn)	30	2	4	3	0	-8	100	-5	106
29	O=S(=O)(NC1CCCC1)c1ccc(-n2cnnn2)cc1	-2	2	9	1	4	-1	108	5	104
30	COc1ccc(NCc2cc3ccccc3[nH]c2=O)cc1	55	7	0	5	2	18	106	-15	103
31	CCOc1ccccc1C(=O)OCC(=O)Nc1cc(Cl)ccc1Oc1ccccc1	-1	-1	13	17	-2	1	110	-9	102
32	O=C(Cn1nc(C(=O)O)c2ccccc2c1=O)Nc1ccc(F)cc1F	2	-4	25	-3	0	-12	99	2	98
33	COc1cc(NC(=O)c2c(F)c(F)c(OC)c(F)c2F)ccc1NC(=O)c1cccs1	-6	6	15	5	5	-8	102	-8	100
34	CSc1ccccc1C(=O)N1CCCC(CNC(=O)c2ccc(F)cc2)C1 (stereo not drawn)	-4	-2	9	0	7	0	100	-12	100
35	CCOc1ccc2nc(SC3CC(=O)N(c4ccc(OC)cc4OC)C3=O)sc2c1 (stereo not drawn)	12	0	9	2	-14	-19	103	-10	101
36	COC(=O)c1cc(OC)c(OC)cc1NCC(=O)Nc1cccc(C(F)(F)F)c1	-12	-6	34	-1	5	-9	109	-6	103
37	Cc1cc(C)c2cc(CN(Cc3ccco3)C(=S)NCC3CCCO3)c(=O)[nH]c2c1 (stereo not drawn)	4	11	-6	-14	0	-9	77	3	85
38	COc1cc2c(cc1OC)C(COc1ccccc1OC)N(C(C)=O)CC2 (stereo not drawn)	2	0	25	0	-2	3	102	0	104
39	CC(=O)Nc1ccc(S(=O)(=O)N(C)c2ccc(O)cc2)cc1	18	-3	12	1	-3	-1	100	2	99
40	CN(/C=C/C(=C\C=[N+](C)c1ccccc1)OCCCS(=O)(=O)[O-])c1ccccc1	24	1	-1	4	-1	1	102	-4	103
41	CC(C)OC(=O)c1nn2c(C(F)(F)F)cc(-c3ccco3)nc2c1Cl	37	6	-83	2	2	0	101	-17	95
42	O=C(Nc1ccc2c(c1)ncn2-c1ccccc1)c1ccco1	8	8	45	-1	-1	4	89	-3	81
43	O=C(c1ccc(N2C(=O)C3C4CC(C(Br)C4Br)C3C2=O)cc1)N1CCCCC1 (stereo not drawn)	8	nt	20	-2	-2	2	100	6	100
44	CCc1ccc(C(=O)/C=C/c2cnn(C)c2C)s1	13	2	-15	2	-4	1	104	-6	98
45	CCOC(=O)c1ccc(NC(=O)CCc2c(C)nc3ncnn3c2C)cc1	22	1	-54	-5	3	9	97	6	98
46	Cc1oc(C)c(C(=O)O)c1COc1ccc(C(=O)O)cc1	5	1	12	5	4	-9	107	9	104
47	OC1CN=C2Sc3ccccc3N2C1 (stereo not drawn)	2	-1	19	2	6	-11	102	-11	104
48	O=C(CSc1nnc(-c2cccnc2)n1Cc1ccccc1)NCc1ccccc1	16	6	-6	2	0	5	102	-17	103
49	CCc1cc(=O)oc2cc(OCC(=O)NCCCn3ccnc3)c(Cl)cc12	2	3	11	3	3	2	103	2	105
50	COCCN(Cc1cn[nH]c1-c1ccc2cc(OC)ccc2c1)C(C)C	3	nt	22	-1	4	-13	108	-1	104
51	Cc1ccc(NC(=O)COC(=O)Cn2cnc3c2c(=O)n(C)c(=O)n3C)c(Cl)c1	14	-2	5	-7	0	3	90	-17	92
52	CCOc1ccc(NC(=O)c2cc(F)c(F)cc2Cl)cc1OCC	3	-4	-19	2	1	-2	96	4	99
53	O=C(C1=C[C@@H](c2ccc(C(F)(F)F)cc2)C[C@@H](OCCCCO)O1)N1CCN(Cc2ccc3c(c2)OCO3)CC1	-13	3	6	6	4	5	108	-4	96
54	COc1ccc(CC2(CO)CCN(S(=O)(=O)c3c(C)nn(C)c3Cl)CC2)cc1	-7	4	12	0	-1	4	107	-1	105
55	CSc1ccc(S(=O)(=O)N2CCC(C(=O)NCc3ccncc3)CC2)cc1	21	0	-3	3	-2	-6	105	-11	100
56	CCCCCC(=O)Nc1cccc(C2=NOC3(C2)C[C@@H](C(N)=O)N(C(=O)Cc2ccc([N+](=O)[O-])cc2)C3)c1 (stereo partly drawn)	13	2	nt	-13	1	nt	93	-1	89
57	COc1ccc(C2CC(c3ccccc3)Nc3nc(NS(C)(=O)=O)nn32)cc1 (stereo not drawn)	9	4	nt	5	-2	3	103	1	104
58	Cc1nn(-c2ccccc2)c(N)c1C1(O)C(=O)N(C)c2ccccc21 (stereo not drawn)	4	2	21	1	8	4	101	-6	99
59	COc1ccc(S(=O)(=O)n2ccc(C(C)Oc3ccc(-c4ccccc4)c(F)c3)n2)cc1 (stereo not drawn)	-17	1	26	-1	0	6	101	-18	107
60	O=C(OCc1cccc(C(F)(F)F)c1)c1ccc[nH]c1=O	-14	0	13	-5	4	1	100	7	100

Molecules above containing a furan ring, fused or not, in the order listed:
item	structure	UBC9 SUMO inh	IDE cell inh	NALP1 inh	MEKK2 mut-MEK5	IDE act	M18AAP inhibitor	MEKK2 WT-MEK5	p-CIP stab down	MEKK3 PB1 HTS
7	COC(=O)N/N=C/c1ccc(-c2ccc(Cl)cc2Cl)o1	11	7	14	-1	-2	1	97	12	97
14	COc1ccccc1N(C(=O)CNC(=O)c1ccco1)C(C(=O)NC1CCCC1)c1ccncc1 (stereo not drawn)	26	7	-28	3	0	5	100	-1	106
15	Cc1ccc(CN(C)C(=O)CCc2c[nH]c3ccccc23)o1	5	-1	17	1	-1	5	97	-8	104
25	COC(=O)N/N=C/c1ccc(-c2ccc(C)c(Cl)c2)o1	10	4	38	17	4	4	99	-10	102
37	Cc1cc(C)c2cc(CN(Cc3ccco3)C(=S)NCC3CCCO3)c(=O)[nH]c2c1 (stereo not drawn)	4	11	-6	-14	0	-9	77	3	85
41	CC(C)OC(=O)c1nn2c(C(F)(F)F)cc(-c3ccco3)nc2c1Cl	37	6	-83	2	2	0	101	-17	95
42	O=C(Nc1ccc2c(c1)ncn2-c1ccccc1)c1ccco1	8	8	45	-1	-1	4	89	-3	81
46	Cc1oc(C)c(C(=O)O)c1COc1ccc(C(=O)O)cc1	5	1	12	5	4	-9	107	9	104
